High-throughput results deposited in PubChem BioAssay by Broad Institute.
PGC1a acetyl inh – lowers PGC1a acetylation signal in U2OS cells | AlphaScreen anti-acetyl-lysine; with virally co-expressed GCN5 acetyltransferase | inhibition, % at 15.6 µM | 0.17% of 350,000 active | AID 651687;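 active = every replicate shows inhibition of at least 40%; inconclusive = mean inhibition at least 40% but some replicate below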;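 note: 0% = neutral control wells and 100% = positive control wells; some results beyond the cut were filed as inactive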
Cneo AK release – Cryptococcus neoformans lysis via adenylate kinase release; C. neoformans lysis, adenylate kinase release luminescence, 4 h; normalised: neutral wells 0, clomiphene wells 100; lysis activity, % at 15 µM; 0.2% of 360,000 active;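 active = mean lysis activity across replicates of at least 80%, whatever share of replicates individually reach that level; inactive = mean lysis activity below 80%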
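Material – log-phase Cryptococcus neoformans yeast cells · Input – 5 × 10^6 yeast cells/mL · Medium – fresh YPD growth medium · Doses – single compound concentration per well · Timing – static 4 h at 37 °C with compound, 1 h detection · Detection – adenylate kinase release luminescence · Read-out – signal increase indicating cell lysis · Control set – Clomiphene as positive lysis control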
SIRT5 block – inhibitors of human sirtuin-5 desuccinylase. Q9NXA8. Purified SirT5, succinyl-peptide AMC, trypsin-coupled fluorescence. inhibition, % at 15 µM. 1.1% of 330,000 active. AID 652115; in the data active = inhibition above about 15%; inconclusive = no clear call, values can overlap the other calls
Target sequence (Q9NXA8 whole entry, looked up): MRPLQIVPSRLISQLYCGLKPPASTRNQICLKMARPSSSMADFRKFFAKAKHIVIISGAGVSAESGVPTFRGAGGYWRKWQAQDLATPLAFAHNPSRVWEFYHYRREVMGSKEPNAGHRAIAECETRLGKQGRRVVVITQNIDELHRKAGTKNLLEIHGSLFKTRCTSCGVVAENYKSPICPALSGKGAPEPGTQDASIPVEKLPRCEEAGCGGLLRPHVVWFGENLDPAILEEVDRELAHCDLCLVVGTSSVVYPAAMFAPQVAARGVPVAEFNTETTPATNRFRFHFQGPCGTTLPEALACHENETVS
S100A4 inh HTS – S100A4-myosin IIA interaction inhibition. P26447. S100A4/TAMRA-MyoIIA peptide fluorescence polarization. inhibition, % at 10.7 µM. 0.14% of 360,000 active. AID 652163;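 active = mean inhibition of at least 70% across replicates, with every replicate also reaching that level; inconclusive = mean inhibition reaches 70% but some replicates fall short; inactive = mean inhibition below 70%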
Target sequence (P26447 whole entry, looked up): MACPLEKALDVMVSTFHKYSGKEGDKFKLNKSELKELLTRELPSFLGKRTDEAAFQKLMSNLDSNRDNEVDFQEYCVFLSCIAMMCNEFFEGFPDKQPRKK
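Test system: S100A4 monomer protein; Medium: HEPES pH 7.2 with CaCl2, KCl, NaCl, DTT, Triton; Probe or stimulus: TAMRA-labelled myosin IIA heavy-chain peptide probe, 5 nM; Doses: one dose per compound; Times: polarization read 5 min after assay mix addition, stable 5–60 min; Benchmarks: neutral control DMSO, positive control TFP.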
ERAP1 inh – inhibitors of human ERAP1 aminopeptidase; 0.15% of 340,000 active; Q9NZ08; inhibition, % at 10.7 µM; recombinant ERAP1, Leu-AMC fluorescence, 60 min;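 active = mean replicate inhibition of at least 30%, or all replicates individually reaching that 30% level; inactive = mean below 30% and not every replicate reaching it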;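 note: 0% = neutral control wells and 100% = L-leucinethiol positive control wells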
Xi reactivation – reactivates the inactive X chromosome in mouse fibroblasts. AID 743238. activation, % at 7.58 µM. XiGFP mouse fibroblasts, % GFP-positive cells imaging, 3 d; cells co-treated with 5-aza-dC sensitizer; scaled so ellipticine positive control = 100%. 0.055% of 360,000 active;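 active = mean normalized replicate activation at least 10% and every replicate at or above 10%; inconclusive = only one of the two criteria met; inactive = mean below 10% and not all replicates reach 10%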;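 note: 0% = median of on-plate neutral control wells and 100% = ellipticine 6 µM median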
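System: 68-5-11 XiGFP fibroblast line | Buffer or medium: DMEM containing 5-aza-dC | Compound: Single point | Times: Compounds 3 days, fix/stain 15 min at room temperature | Benchmarks: Positive control ellipticine, 6 µM final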
C2C12 statin – suppression of simvastatin myotoxicity | C2C12 myotubes + simvastatin, ATP luminescence, 48 h; scaled: DMSO 0, geranylgeraniol control 100 | 0.78% of 330,000 active | rescue of ATP level, % at 7.49 µM;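 active = mean ATP rescue above about 67%, or every replicate alone reaching that limit, limit read from the data, passing the limit was not always enough; inconclusive = no clear call, values can overlap the other calls; inactive = mean under the limit and some replicate under it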;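 note: myotubes were challenged with 10 µM simvastatin during compound exposure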
LGR2 inh – blocks bursicon-induced cAMP signaling via Drosophila LGR2; 0.35% of 380,000 active; HEK293 LGR2, CRE-luciferase, bursicon-stimulated, 4 h; AID 720647; inhibition, % at 9.99 µM;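 active = drop in luminescence signal, shown as inhibition above about 50% in the replicate tests, limit read from the data, passing the limit was not always enough; inconclusive = probably only some replicates passing the limit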;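 note: agonist challenge used bursicon conditioned medium at about half maximal strength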
Numbers without * were called inactive; ? = inconclusive; . = not tested or not shown.

Second line of a record – PGC1a acetyl inh	SIRT5 block	Xi reactivation	Cneo AK release	C2C12 statin	LGR2 inh	ERAP1 inh	S100A4 inh HTS
> COc1ccc(S(=O)(=O)N2CCC(C(=O)N[C@@H](C)C(=O)N3CCCCCC3)CC2)cc1
  -0.9	-2.8	0.0	-2.5	9.3	2.5	2.1	0.5
> S=c1[nH]c(-c2ccccc2)cn1/N=C/c1ccc(Br)cc1
  3.1	-1.4	0.4	.	.	-34.2	-1.0	0.7
> O=C(NC(c1ccccc1)c1ccccc1)c1cccc(S(=O)(=O)NCc2ccccc2)c1
  .	6.5	0.5	.	.	.	-2.1	-6.9
> CN1c2ccc(-c3ccc(F)cc3)cc2[C@@H]2[C@@H](CCN2C(=O)c2ccncc2)[C@@H]1CO
  -14.9	19.0*	0.0	-1.4	-21.8	4.9	.	0.6
> CN1C=C/C(=C\c2cc[n+](C)c3ccccc23)c2ccccc21
  .	1.7	0.1	-0.7	-106.6	28.4	79.8*	-0.1
> Cc1cc(NC(=O)Cc2cn(C)c3ccccc23)ccc1Oc1cccnc1
  .	.	0.3	.	.	1.4	-0.3	1.7
> CCOC(=O)N1CCN(C(=O)C2CCN(c3nnc(-n4cccc4)s3)CC2)CC1
  6.1	.	0.3	0.8	1.9	-7.8	.	-2.3
> CCc1nc(N2CCN(C(C)=O)CC2)c(C#N)c2c1COC(C)(C)C2
  .	-6.8	0.5	.	.	-3.8	18.3	-0.6
> OC[C@@H]1CN(Cc2ccc(F)cc2)C[C@H](n2cnc3c(NCc4ccco4)ncnc32)O1
  .	.	0.2	0.2	3.0	12.5	7.5	0.3
> Cc1cc(=O)oc2cc(OCC(=O)N3CC(=O)Nc4ccccc43)c(Cl)cc12
  -0.7	-5.0	0.5	-0.5	11.0	-4.0	-4.9	-4.0
> O=C(Nc1cccc(C(=O)N2CCOCC2)c1)C1CC1
  -15.7	.	0.0	-1.7	-0.2	-7.9	.	1.4
> O=C(COC(=O)C1(c2ccc(Cl)cc2)CCCC1)NC1CCS(=O)(=O)C1 (configuration not stated)
  2.9	-2.6	.	-0.9	-3.5	.	2.9	-4.1
> CN(c1ccccc1)S(=O)(=O)c1ccc(NC(=O)CC(=O)c2ccccc2)cc1
  .	.	0.2	.	.	-12.1	1.9	-2.4
> O=C1NC[C@H](CCCCN2CCN(CCc3ccc(O)cc3)C(=O)C2=O)N(CCC2CCCCC2)C1=O
  .	-1.1	0.2	.	.	-3.5	-1.9	0.5
> CN(CC(=O)Oc1ccc(-c2nnco2)cc1)S(=O)(=O)c1ccc(F)cc1
  -4.6	7.6	-0.7	-1.1	-1.8	4.8	-2.1	-8.6
> CCS(=O)(=O)c1nc(S(=O)(=O)c2ccc(C)cc2)c(NCCCN2CCCC2=O)s1
  .	5.9	0.0	-0.5	-0.4	-16.0	-2.1	84.0*
> O=C(O)c1cn(C2CC2)c2cc(N3CCN(S(=O)(=O)c4ccc5c(c4)OCCO5)CC3)c(F)cc2c1=O
  .	-17.9	0.1	1.5	14.3	2.0	4.4	-0.2
> COc1ccc(C2CC(C)(c3ccc(OC)cc3OC)Nc3ccccc3N2)c(OC)c1 (configuration not stated)
  .	-2.1	0.0	.	.	4.5	2.9	0.8
> CC(=O)N1CCC(Nc2ccc(C)cc2)CC1
  1.5	-7.6	0.0	-2.1	0.0	2.1	8.2	4.0
> COc1cc(NS(=O)(=O)c2ccc(NC(=S)NC(=O)c3ccc(F)cc3)cc2)nc(OC)n1
  .	0.2	0.0	-0.4	-3.0	8.1	3.9	4.3
> O=C(Nc1cccc(F)c1)N1C[C@@H]2[C@H](c3ccccc31)[C@@H](CO)N2C(=O)c1cccnc1
  -0.4	-3.7	0.0	1.6	14.0	19.1	-0.8	-3.8
> COC(=O)c1ccc2nc(-c3ccc(C)cc3)c(Cc3ccsc3)n2c1
  -3.8	-1.3	-0.3	-0.2	4.9	-23.7	1.6	4.1
> COCC(=O)N1C[C@H](C)[C@H](OC)CN(C)C(=O)c2cc(NC(=O)Nc3ccccc3)ccc2OC[C@@H]1C
  0.0	-6.6	-0.2	2.1	1.0	0.0	1.1	-10.1
> CC(=O)c1cccc(NC(=O)CC(C)n2ccnc2)c1 (configuration not stated)
  -6.0	-1.7	0.0	0.8	-8.3	10.3	-2.8	2.0
> CC(C)CSc1nc2ccccc2[nH]1
  .	-1.1	0.3	.	.	-27.5	3.1	4.9
> CCNC(=O)C1(C)CCN(C(=O)c2ccc(C)c(F)c2)C1 (configuration not stated)
  0.9	.	0.0	-0.8	-7.4	4.3	-3.3	0.6
> CCN(CC)CCNS(=O)(=O)c1ccc(C(=O)NN)cc1
  -1.5	12.0	-0.1	.	.	-5.9	0.1	1.6
> Cc1ccc(S(=O)(=O)Nc2cccc3c2O[C@@H](CN(C)CC2CC2)[C@H](C)CN([C@@H](C)CO)C3=O)cc1
  .	-8.3	0.6	13.9	5.5	-7.7	0.2	12.0
> CN1C(=O)c2cc(NC(=O)Nc3ccccc3Cl)ccc2OC[C@H]2O[C@H](CC(=O)NCCCN3CCOCC3)CC[C@@H]21
  .	-5.8	0.0	-3.2	-5.6	4.7	-7.5	0.4
> COc1ccc(CN(C)C[C@@H]2OCCCC[C@H](C)Oc3ccc(NS(=O)(=O)c4ccc(OC)cc4)cc3C(=O)N([C@@H](C)CO)C[C@@H]2C)cc1
  10.0	.	0.0	1.5	.	4.7	.	.
> COc1ccc(S(=O)(=O)N2CCOCC2)cc1NC(=O)c1cccc(Cl)c1
  1.0	-3.1	0.1	-0.6	.	-1.1	-0.8	-1.2
> Cc1cc(Cl)ccc1N(CC(=O)NCc1ccccc1)S(C)(=O)=O
  8.2	-1.3	0.1	1.0	5.2	1.5	0.1	-1.0
> CC(C#Cc1ccc2c(c1)COc1c3ccccc3nn1-2)OC(C)(C)C (configuration not stated)
  .	.	0.0	-1.7	-51.3	-101.6	-0.2	-6.2
> CN(C)N=Nc1nc2c([nH]1)c(=O)n(C)c(=O)n2C
  -1.9	2.6	-0.1	0.7	.	-7.2	5.9	-1.0
> COc1ccc(CCNC(=S)NC(=O)c2c(-c3ccccc3Cl)noc2C)cc1OC
  -2.0	-5.4	0.0	0.0	.	4.8	0.1	-0.4
> Cc1ccccc1NC(=O)CSc1nc(=O)n(CCN2CCOCC2)c2c1CCCC2
  .	3.2	0.1	-4.7	-3.3	11.8	1.5	-5.0
> COc1ccc(C2NC(=O)NC(O)(C(F)(F)F)C2C(=O)c2ccc(C)cc2)cc1 (configuration not stated)
  0.7	.	.	3.4	25.3	6.2	0.5	-0.9
> CC(C=NN=C1C(=O)Nc2ccccc21)=Cc1ccccc1
  .	.	-0.1	.	.	11.5	-0.9	32.5
> CCN1CCN(C(=O)CCc2nnc(CCc3ccccc3OC)o2)[C@@H](C)C1=O
  -8.7	2.1	0.0	-0.2	-0.8	-6.7	2.4	-1.4
> COc1ccc(NC(=O)Nc2ccc3c(c2)C(=O)N([C@@H](C)CO)C[C@H](C)[C@@H](CN(C)S(=O)(=O)c2ccc(C)cc2)O3)cc1
  8.7	1.5	0.2	-0.7	-40.6	17.5	-0.8	-56.6
> CN1C(=O)c2cc(NC(=O)C3CC3)ccc2OC[C@H]2O[C@H](CC(=O)NCc3cccc(F)c3)CC[C@@H]21
  0.9	.	-0.2	2.7	-8.0	-4.9	.	.
> COCCNC(=O)[C@H]1[C@H](CO)[C@H]2Cn3c(ccc(-c4ccc(F)cc4)c3=O)[C@@H]1N2C(=O)NC(C)C
  .	-38.9	0.3	-4.7	22.9	7.1	-3.1	-2.1
> Cc1ccc(S(=O)(=O)N2CCC(C(=O)NC3CC(C)(C)NC(C)(C)C3)CC2)cc1
  6.2	-4.8	-0.1	-1.4	0.1	2.9	1.7	16.5
> C[C@@H]1CCCCO[C@@H](CN(C)S(=O)(=O)c2ccc(F)cc2)[C@@H](C)CN([C@H](C)CO)C(=O)c2cc(NC(=O)C3CCCCC3)ccc2O1
  11.5	-1.9	0.3	1.5	.	8.9	2.2	0.2
> COC(=O)c1ccc(Cn2c(C)c(C(=O)NCc3ccco3)sc2=O)o1
  15.2	-1.6	0.0	-0.8	1.9	37.3	-0.5	-1.5
> C/C(CCC(C)C)=N\NC(=S)NCc1ccccc1
  -30.7	-0.2	0.2	.	.	9.4	-0.3	17.3
> C[C@@H]1CN([C@H](C)CO)S(=O)(=O)c2ccc(C#C[C@@H](C)O)cc2O[C@H]1CN(C)CC1CCOCC1
  6.0	1.3	-1.2	-1.0	-53.4	6.3	-2.8	-1.8
> Cc1ccc(CN2CC(=O)N3[C@H](C2)[C@H](c2ccc(Br)cc2)[C@@H]3CO)cc1
  -0.3	-1.7	0.4	.	.	-7.1	-0.9	-2.4
> O=C1CC(c2ccc(S(=O)(=O)NCCOc3ccccc3)cc2)CN1 (configuration not stated)
  -30.1	.	.	-0.1	-1.3	-2.8	.	.
> O=C(C[C@H]1C[C@H]2c3cc(NC(=O)NC4CCCCC4)ccc3O[C@H]2[C@@H](CO)O1)NCC(F)(F)F
  3.9	8.1	0.0	2.3	-8.3	4.8	-3.7	15.5
> CCn1c(CN2CCOCC2)nnc1SCC(=O)Nc1cccc(C)c1
  .	-2.3	0.2	4.3	8.6	10.3	-3.1	-6.2
> O=C(Nc1ccc(F)cc1)C(c1ccncc1)N1CCN(C(=O)c2ccco2)CC1 (configuration not stated)
  .	-2.2	-0.1	.	.	-7.9	.	-0.6
> O=Cc1cc(Br)c(OC(=O)N2CCOCC2)c(Br)c1
  1.9	-1.6	0.0	1.9	?	10.6	-0.9	-0.9
> O=C1C(=O)N(CCN2CCOCC2)C(c2cccc(Cl)c2)/C1=C(/O)c1ccc2c(c1)OCO2 (configuration not stated)
  .	6.8	0.3	-1.2	.	-15.2	0.6	8.4
> COc1cccc(C(=O)O/N=C(\C)c2cnccn2)c1
  8.1	0.4	0.0	.	.	26.3	-2.9	6.0
> CC(=O)Nc1cccc(NC(=O)CSc2nn3c(=O)c(C)nnc3s2)c1
  1.4	2.3	0.1	2.5	0.2	5.1	-0.9	-1.8
> CO[C@H]1CN(C)C(=O)c2ccc(NC(=O)c3cnccn3)cc2OC[C@@H](C)N(C)C[C@H]1C
  5.7	.	0.5	-4.1	-5.1	-3.5	.	.
> COc1cc(OC)c2c(C)cc(=O)oc2c1
  0.2	.	.	-5.6	11.8	-3.8	.	.
> O=C(c1ccc(-c2nc3ccccc3s2)o1)N1CCN(c2ccccc2O)CC1
  -5.8	-0.5	0.0	-0.1	-16.9	-25.2	-4.6	-0.5
> O=[N+]([O-])c1ccc(NN=Cc2cccc3ccccc23)nc1
  -24.3	-5.0	0.5	1.1	-6.3	-23.9	-2.5	-5.1

The list is partial (hit frequency here may not be typical).
